MDM2 E3 inh = Mdm2 E3 ligase (human) inhibition. cell-based MDM2 ubiquitination luciferase reporter, 2 h; 0 = plate control, 100 = twice control, blank-subtracted. signal enhancement, % at 5 µM. hit rate 0.11% among 210,000;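 active = signal enhancement of 30% or more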;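 also: luminescence tracks abundance of the self-degrading MDM2-luciferase fusion protein; higher signal means inhibition of MDM2 E3 ligase activity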
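Assay system: stable mammalian line carrying autodegrading MDM2–luciferase fusion reporter; amount: 2000 cells seeded into each well; buffer or medium: DMEM; benchmarks: plate control and blank wells; signal: luciferase luminescence; timing: 2 h compound exposure at 37 °C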
PPC-1+TRAIL kill = kills PPC-1 cancer cells in the presence of TRAIL. cell killing (% activity), % at 4 µM. PPC-1 cells + TRAIL, ATPLite viability luminescence. hit rate 0.41% among 220,000;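 active = cell killing above 50% in the first pass at 4 µM, then a duplicate retest at 5 µM averaging 50% or more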;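 also: plate controls were cells with TRAIL plus DMSO for no effect and medium-only wells lacking cells for full effect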
CHOP inhibitor = CHOP inhibition in unfolded protein response; CHO-K1 CHOP-promoter luciferase, tunicamycin-induced, 15-18 h; inhibition, % at 10 µM; hit rate 3.8% among 220,000;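 active = compounds that reduced the stress-induced luciferase reporter signal by more than about 70% of percent inhibition, limit read from the data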;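 also: 0% = tunicamycin plus vehicle and 100% = wells without tunicamycin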
TRPML3 ag = human mucolipin-3 channel agonism | HEK293 TRPML3-YFP, Fluo-8 calcium fluorescence; 100% = the carbachol control signal | activation, % at 3 µM | hit rate 0.29% among 220,000 | AID 1448 | Q8TDD5;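 active = activation above its plate's cutoff, the mean activation of the plate's test wells plus 3 SD, cut at about 12% in these data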;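 also: 0% = DMSO only wells and 100% = carbachol wells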
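Material: HEK293 cells stably carrying human TRPML3-YFP; compound dosing: single dose, 3 µM final nominal compound, 0.3% DMSO final; incubation: 1-h 37 °C dye load, 5-s basal, 120-s post-compound reads; technique: Fluo-8 intracellular calcium fluorescence, excitation 470-495 nm, emission 515-575 nm; read-out basis: percent activation from peak-to-basal fluorescence ratio, scaled between DMSO and carbachol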
TNF necrop inh = blocks TNF-alpha induced death of Jurkat FADD-/- cells. Jurkat FADD-/- TNF necroptosis rescue, ATP luminescence, 24 h; 0 = TNF only, 100 = no-TNF cells. activation (protection from cell death), % at 10 µM. hit rate 0.068% among 220,000. AID 463075;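 active = activation, meaning protection from cell death, of at least 50% relative to plate controls; inactive = activation below 50%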;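 also: necroptosis triggered by 40 ng/mL TNF-alpha added together with compound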
TRPN1 ag = zebrafish TRPN1 (NompC) channel agonism | HEK293 zebrafish TRPN1-YFP, Fluo-8 calcium fluorescence; 100% = response to 87 µM carbachol | activation, % at 3 µM | hit rate 0.18% among 220,000;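 active = activation above its plate's cutoff, the mean activation of test wells on that plate plus 3 SD, cut at about 19% in these data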;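 also: 0% = DMSO alone and 100% = 87 µM carbachol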
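System: zebrafish TRPN1-YFP in HEK293 cells / Dosing: 3 µM single point / Timing: dye loading 1 h at 37 °C, then 30 min room temperature / Signal: Fluo-8 calcium fluorescence, excitation 470-495 nm, emission 515-575 nm / Read-out basis: percent activation from peak over basal fluorescence ratio, control-normalized / Control set: high carbachol 87 µM, low DMSO alone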
Runt-SMMHC FRET = Runt domain-CBFb-SMMHC interaction inhibition | inhibition, % at 20 µM | hit rate 0.74% among 220,000 | Cerulean-Runt/Venus-CBFb-SMMHC FRET ratio 530/480, 1 h | AID 1434 | Q01196+Q13951;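 active = mean inhibition across duplicate retests at 20 µM reaching about 50%, limit read from the data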;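 also: 0% = DMSO wells and 100% = wells with excess untagged CBFb-SMMHC; inhibitors lower the FRET ratio by blocking Runt binding to CBFb-SMMHC; some results filed as inactive read as strong as hits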
Target sequence (Q01196 whole entry, looked up, the tested form may be a part): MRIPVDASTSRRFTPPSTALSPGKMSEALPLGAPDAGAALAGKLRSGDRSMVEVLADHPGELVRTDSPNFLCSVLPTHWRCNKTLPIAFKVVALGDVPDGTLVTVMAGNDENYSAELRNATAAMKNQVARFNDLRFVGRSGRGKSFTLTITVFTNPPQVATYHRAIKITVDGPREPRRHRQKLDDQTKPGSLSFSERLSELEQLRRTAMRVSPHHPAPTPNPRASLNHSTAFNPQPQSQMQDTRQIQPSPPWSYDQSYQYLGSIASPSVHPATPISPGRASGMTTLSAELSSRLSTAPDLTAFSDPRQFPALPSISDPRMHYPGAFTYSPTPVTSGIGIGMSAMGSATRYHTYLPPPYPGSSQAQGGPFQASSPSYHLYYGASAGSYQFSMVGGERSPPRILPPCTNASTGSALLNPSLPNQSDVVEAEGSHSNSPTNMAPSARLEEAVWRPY
Target sequence (Q13951 whole entry, looked up, the tested form may be a part): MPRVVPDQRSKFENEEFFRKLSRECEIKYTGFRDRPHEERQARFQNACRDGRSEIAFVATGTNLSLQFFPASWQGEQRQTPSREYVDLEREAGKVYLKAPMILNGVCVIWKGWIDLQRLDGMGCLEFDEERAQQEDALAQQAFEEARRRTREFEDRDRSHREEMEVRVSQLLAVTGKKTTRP
EBV gp42 block = EBV gp42 inhibition. Q1HVG2. Fluorescence polarization binding assay, mP read-out. inhibition, % (tested at 21.74 µM). hit rate 0.42% among 220,000; in the data active = inhibition above about 50%
Target sequence (Q1HVG2 whole entry, looked up): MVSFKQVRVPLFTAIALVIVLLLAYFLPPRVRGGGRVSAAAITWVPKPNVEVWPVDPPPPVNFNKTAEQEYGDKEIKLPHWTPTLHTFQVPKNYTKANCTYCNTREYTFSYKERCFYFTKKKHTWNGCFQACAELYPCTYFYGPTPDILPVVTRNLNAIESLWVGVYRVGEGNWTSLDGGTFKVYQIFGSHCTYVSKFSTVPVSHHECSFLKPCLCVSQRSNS
NCF1 inh = p47phox (human) inhibition | P14598 | hit rate 0.53% among 220,000 | inhibition, % at 24.7 µM | AID 1274 | p47phox/p22phox peptide binding, fluorescence polarization, 2 h;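 active = inhibition above about 30%, limit read from the data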;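 also: 0% = p47phox with labelled peptide and 100% = labelled peptide alone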
* = called active by the depositor; . = no result given; & = joins results of further samples. An unsorted share of the library. Share with any hit: about 5.9%.

SMILES	MDM2 E3 inh	PPC-1+TRAIL kill	CHOP inhibitor	TRPML3 ag	TNF necrop inh	TRPN1 ag	Runt-SMMHC FRET	EBV gp42 block	NCF1 inh
NC(=O)C1CCN(C(=O)CCc2nc3ccccc3c(=O)[nH]2)CC1	-12	13	-12	0.0	-1.3	0.3	-3	-20	-15
COc1ccccc1NC(=O)C1=C(C)NC2=C(C(=O)CCC2)C1c1ccc(C)o1 (centres undefined)	-13	-19	54	0.0	-0.5	-0.9	3	-16	-11
CCOC(=O)C(=CNc1ccc(Oc2cccnc2)nc1)C(=O)OCC	-6	13	3	0.0	-1.0	-0.1	1	-3	38*
Fc1ccccc1NC(=S)NCc1ccc2c(c1)OCO2	-2	-1	21	-0.7	-1.1	-0.4	-5	-6	-14
CCNC(=O)COc1ccc(C=O)cc1OC	13	7	4	1.6	0.8	0.6	0	-4	-5
CCCCn1c(SCC(=O)NCc2ccco2)nc2c(sc3ccccc32)c1=O	-4	18	29	0.6	-0.9	0.7	-6	0	-2
Cc1ccc(S(=O)(=O)c2c(C)nn(C(C)(C)C)c2OC(=O)C(C)C)cc1	1	7	32	-1.4	-1.1	1.2	0	-3	2
CCC(Sc1nc2c(c(=O)[nH]1)CCC2)C(=O)Nc1cccc(OC)c1 (centres undefined)	-7	0	25	-1.2	0.7	0.3	-6	12	0
Cc1occc1-c1nnc(SCC(=O)Nc2nc(-c3ccccc3)cs2)o1	-9	-6	72*	0.7	1.8	-0.2	1	3	-13
CCCCCCn1cnc2c(c1=O)c1nc3ccccc3nc1n2/N=C/c1ccco1	-11	11	14	-0.2	-3.8	-0.3	-4	-14	-17
O=C(Cc1ccccc1[N+](=O)[O-])Nc1nccs1	5	28	29	0.4	2.7	0.2	2	-10	-11
CCc1cccc2c(C(=O)CSc3nnc(-c4ccoc4C)n3C)c[nH]c12	-2	26	0	-0.2	0.6	-1.5	1	-10	-4

Brought forward from above: 2 entries, then new ones.
SMILES	MDM2 E3 inh	PPC-1+TRAIL kill	CHOP inhibitor	TRPML3 ag	TNF necrop inh	TRPN1 ag	Runt-SMMHC FRET	EBV gp42 block	NCF1 inh
O=C(Cc1ccccc1[N+](=O)[O-])Nc1nccs1	5	28	29	0.4	2.7	0.2	2	-10	-11
CCc1cccc2c(C(=O)CSc3nnc(-c4ccoc4C)n3C)c[nH]c12	-2	26	0	-0.2	0.6	-1.5	1	-10	-4
Cc1ccc(C)c(N2CCN(C(=O)CSc3ccsc3[N+](=O)[O-])CC2)c1	-6	3	30	-0.1	1.0	0.0	0	-1	-12
C=CCOc1ccc(Cl)cc1C(=O)O	-5	6	21	0.1	-1.5	-0.8	-3	-18	-14
Cc1cccc2nc(-c3ccco3)c(Nc3ccc4c(c3)OCCO4)n12	-1	-6	3	-0.3	-0.4	-2.1	-13	2	6
Nc1cc(=O)[nH]c(SCC(=O)Nc2cccc(Cl)c2)n1	-11	-4	-4	0.7	0.2	0.1	1	-19	0
CS(=O)(=O)N(CC(=O)NC1CCCCC1)Cc1ccc(F)cc1	-8	12	9	0.8	0.0	-0.5	0	-3	-9
O=C(N/N=C/c1coc2ccccc2c1=O)c1cccc([N+](=O)[O-])c1	-16	11	25	0.7	0.2	0.0	0	-19	9
COc1ccc2c(C=Nc3c(C)n(C)n(-c4ccccc4)c3=O)c(O)n(Cc3ccco3)c(=O)c2c1	3&-15	7&10	40&46	-0.4&0.4	-2.3&-8.7	0.3&-0.6	-140	78*	-29&-31
CCOc1cc(NC(=S)NC)c(OCC)cc1NC(=O)c1ccc(OC)cc1	-7	10	4	0.3	0.2	0.6	-1	-8	-10
COc1cc(/C=C/C(=O)Oc2coc(CSc3ncccn3)cc2=O)cc(OC)c1OC	0	30	-37	1.2	-0.7	0.0	-2	-3	2
CC(C)C(C(=O)NCc1ccco1)N(C(=O)CNS(=O)(=O)c1ccccc1)C1CCCC1 (centres undefined)	-1	0	-9	-0.6	0.5	-2.1	-7	-8	-4
Cn1nc(C(F)(F)F)c(-c2ccc(Br)cc2)c1NC(=O)Nc1ccc(F)cc1F	6	13	77*	5.2	7.8	9.0	-1	-5	-8
Cc1ccc(NC(=O)CCC(=O)OCC(F)(F)C(F)F)cc1	-6	-2	-9	0.3	-0.8	0.2	3	8	-6

With a hit mark in NCF1 inh (from the list above):
SMILES,CHOP inhibitor,TRPML3 ag,Runt-SMMHC FRET,EBV gp42 block,NCF1 inh
CCOC(=O)C(=CNc1ccc(Oc2cccnc2)nc1)C(=O)OCC,3,0.0,1,-3,38*

Next part.
SMILES	MDM2 E3 inh	PPC-1+TRAIL kill	CHOP inhibitor	TRPML3 ag	TNF necrop inh	TRPN1 ag	Runt-SMMHC FRET	EBV gp42 block	NCF1 inh
Cc1cc(Cl)ccc1NC(=S)NCc1ccc(S(N)(=O)=O)cc1	-10	6	-4	0.5	-1.0	0.7	-1	11	-8
Cc1ccc2c(c1)COc1c3ccc(C(=O)N4CCCCC4)cc3nn1-2	13	22	-13	.	0.2	.	1	-21	-11
Cc1cc(C(=O)CSc2nc3ccc(Cl)cc3[nH]2)c(C)n1CC1CCCO1 (centres undefined)	-17	0	68	0.1	-6.2	0.0	-1	-29	-25
O=S(=O)(c1ccc(Cl)c(NC(=S)N/N=C/c2c(F)cccc2F)c1)N1CCOCC1	-10	4	25	0.4	2.1	-0.4	2	1	3
Cc1ccccc1NC(=O)COC(=O)c1ccc(CSc2ccc(Cl)cc2)cc1	11	7	61	0.6	-0.1	0.5	-3	2	-2
CC(NC(=O)COC(=O)Cn1cnc2ccccc2c1=O)C1CC2CCC1C2 (centres undefined)	0	-23	23	0.2	-0.4	0.8	0	-10	-5
C=C1CCN([C@H](C(=O)OCc2cccc(C)c2)C(C)C)S(=O)(=O)c2ccccc21	10	12	14	.	2.6	.	1	-3	0
CN1CCN(CC(=O)Nc2nc(-c3ccccc3)cs2)CC1	-3	5	29	1.2	-0.2	0.5	1	12	-7
COCCNc1nc2c(S(=O)(=O)c3cc(C)ccc3C)nnn2c2ccccc12	-16	14	16	-0.2	2.4	0.3	-5	-10	-3
COc1ccc(OCCC(=O)OCC(=O)NCc2ccco2)cc1	5	22	25	0.5	0.4	1.0	-9	5	-19
Cc1ccc(NS(=O)(=O)c2ccc(CCC(=O)O)cc2)cc1	-12	-2	9	1.2	0.7	0.6	1	-16	-12
CCN(CC)C1=NS(=O)(=O)c2cc([N+](=O)[O-])ccc21	2	15	-29	1.1	-2.4	1.0	-2	-10	56*

Full records, quoted from the list:
Entry for Cc1cc(C(=O)CSc2nc3ccc(Cl)cc3[nH]2)c(C)n1CC1CCCO1 (centres undefined) : MDM2 E3 inh: -17; PPC-1+TRAIL kill: 0; CHOP inhibitor: 68; TRPML3 ag: 0.1; TNF necrop inh: -6.2; TRPN1 ag: 0.0; Runt-SMMHC FRET: -1; EBV gp42 block: -29; NCF1 inh: -25
Entry for Cc1ccc2c(c1)COc1c3ccc(C(=O)N4CCCCC4)cc3nn1-2 : MDM2 E3 inh: 13; PPC-1+TRAIL kill: 22; CHOP inhibitor: -13; TRPML3 ag: .; TNF necrop inh: 0.2; TRPN1 ag: .; Runt-SMMHC FRET: 1; EBV gp42 block: -21; NCF1 inh: -11
Entry for CCN(CC)C1=NS(=O)(=O)c2cc([N+](=O)[O-])ccc21 : MDM2 E3 inh: 2; PPC-1+TRAIL kill: 15; CHOP inhibitor: -29; TRPML3 ag: 1.1; TNF necrop inh: -2.4; TRPN1 ag: 1.0; Runt-SMMHC FRET: -2; EBV gp42 block: -10; NCF1 inh: 56*

Following part:
SMILES	MDM2 E3 inh	PPC-1+TRAIL kill	CHOP inhibitor	TRPML3 ag	TNF necrop inh	TRPN1 ag	Runt-SMMHC FRET	EBV gp42 block	NCF1 inh
CCOC(=O)c1cc2c(=O)n3ccccc3nc2n(Cc2ccco2)c1=NC(=O)c1ccc(OC)cc1	17	11	5	-1.6	1.0	-2.2	86*	-21	-16
COc1ccc(-c2[nH]ncc2CNCCCSC)cc1F	0	-5	3	0.3	2.8	0.8	-2	14	7
O=C(CSc1ncccc1-c1nc2ccccc2[nH]1)Nc1ccc2c(c1)OCCO2	-11	-5	20	0.0	4.3	-1.9	1	-1	-60
Cc1cc(C)nc(N2CCCC(C(=O)NCc3ccccc3)C2)n1 (centres undefined)	-1	21	14	0.2	-1.4	-0.7	-10	-15	6
c1ccc(-c2ccccc2OCCOCCN2CCNCC2)cc1	-4	14	24	1.1	3.6	-0.4	5	-6	-4
CC(OC(=O)c1ccc2c(=O)n3c(nc2c1)CCCCC3)C(=O)Nc1ncc(Cl)cc1Cl (centres undefined)	-8	18	-1	0.4	3.3	0.2	2	-52	-13
Cc1cc(C)cc(NC(=O)CC23CC4CC(C2)CC(n2nnc(C)n2)(C4)C3)c1	2	14	35	-1.0	3.2	-1.7	-3	-18	-12
CNC(=O)Nc1cc(C)nn1C	-14	0	10	0.2	0.1	0.9	0	-5	1

Rewritten with values under each structure: 3 of the compounds above
Under each structure – MDM2 E3 inh, PPC-1+TRAIL kill, CHOP inhibitor, TRPML3 ag, TNF necrop inh, TRPN1 ag, Runt-SMMHC FRET, EBV gp42 block, NCF1 inh
> COc1ccc(-c2[nH]ncc2CNCCCSC)cc1F
    0, -5, 3, 0.3, 2.8, 0.8, -2, 14, 7
> CNC(=O)Nc1cc(C)nn1C
    -14, 0, 10, 0.2, 0.1, 0.9, 0, -5, 1
> c1ccc(-c2ccccc2OCCOCCN2CCNCC2)cc1
    -4, 14, 24, 1.1, 3.6, -0.4, 5, -6, -4
